Rv3671c inh: inhibits the M. tuberculosis serine protease Rv3671c | P9WHR9 | inhibition, % at 5.96 µM | hit rate 0.048% among 320,000 | AID 2606; in the data active means inhibition above about 38%;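 further: extracellular domain of Rv3671c used as enzyme; 0% = enzyme with DMSO and 100% = no enzyme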
Target sequence (P9WHR9 whole entry, looked up, the tested form may be a part): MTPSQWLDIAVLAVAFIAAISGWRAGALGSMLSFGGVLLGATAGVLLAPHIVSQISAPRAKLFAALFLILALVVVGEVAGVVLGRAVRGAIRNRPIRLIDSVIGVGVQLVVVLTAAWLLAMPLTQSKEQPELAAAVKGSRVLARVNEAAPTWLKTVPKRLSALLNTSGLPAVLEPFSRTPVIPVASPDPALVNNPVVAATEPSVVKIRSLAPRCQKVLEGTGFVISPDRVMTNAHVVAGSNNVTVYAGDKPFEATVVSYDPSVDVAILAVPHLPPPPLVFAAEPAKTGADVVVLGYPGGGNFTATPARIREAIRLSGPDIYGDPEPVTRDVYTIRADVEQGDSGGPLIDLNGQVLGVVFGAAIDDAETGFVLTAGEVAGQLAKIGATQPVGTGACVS
SSB-PriA inh: inhibitors of Klebsiella pneumoniae PriA binding to SSB C-terminal tail; AlphaScreen SSBct-PriA binding, biotinylated peptide; inhibition, % at 33 µM; hit rate 0.6% among 430,000; AID 1272365; in the data active means inhibition mostly above about 37%, no sharp cut-off; inactive means mostly below about 20%;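 further: plate controls were negative control peptide for no effect and reference peptide for full effect; strong numbers were not always called active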
VHR inh abs: inhibitors of human VHR1 phosphatase (DUSP3). P51452. recombinant VHR phosphatase, pNPP absorbance. inhibition, % at 13.3 µM. hit rate 0.52% among 290,000. AID 1654; in the data active means inhibition above about 50%; further: some compounds called inactive have numbers as strong as hits
Target sequence (P51452 whole entry, looked up): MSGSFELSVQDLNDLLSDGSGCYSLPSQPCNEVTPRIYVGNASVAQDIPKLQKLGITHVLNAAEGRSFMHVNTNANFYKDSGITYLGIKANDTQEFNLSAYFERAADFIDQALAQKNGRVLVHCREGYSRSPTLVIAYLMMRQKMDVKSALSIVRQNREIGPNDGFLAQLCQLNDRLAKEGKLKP
MazF activator: MazEF (E. coli) toxin RNase activation; P0AE70; FAM/BHQ RNA-DNA oligo cleavage fluorescence, 5 h; activation, % at 20 µM; hit rate 0.32% among 350,000; in the data active means activation above about 50%
Target sequence (P0AE70 whole entry, looked up): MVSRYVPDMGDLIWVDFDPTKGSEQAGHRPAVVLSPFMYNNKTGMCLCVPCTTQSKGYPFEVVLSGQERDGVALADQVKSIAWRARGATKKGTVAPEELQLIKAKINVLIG
BoNT F protease: inhibitors of Botulinum neurotoxin F light chain protease; Multiplex microsphere protease cleavage assay, flow cytometry; inhibition, % at 10 µM; hit rate 0.22% among 360,000; in the data active means inhibition above about 35%, passing the limit was not always enough; inconclusive means no clear call, values can overlap the other calls; further: plate controls were buffer without enzyme for full effect and enzyme alone for no effect
Anthrax LF inh2: anthrax lethal factor protease inhibition; P15917; multiplex microsphere protease cleavage assay, LF; inhibition, % at 10 µM; hit rate 0.12% among 360,000; further: plate controls were buffer without enzyme for full effect and enzyme alone for no effect
CCHF vOTU inh: blocks the CCHF virus ovarian tumor domain protease | CCHFV vOTU protease, Pep-AMC fluorescence | hit rate 0.55% among 370,000 | inhibition, % at 11.5 µM; in the data active means inhibition above about 30%; further: 0% = vehicle wells with enzyme and 100% = no enzyme wells
BoNT-A LC inh2: blocks Botulinum neurotoxin A light chain protease | multiplex microsphere protease substrate cleavage, flow cytometry | inhibition, % at 10 µM | hit rate 0.17% among 360,000; further: plate controls were buffer without enzyme for full effect and enzyme alone for no effect
SARS 3CLpro inh: SARS-CoV 3CLpro protease inhibition | P0C6X7 | recombinant SARS-CoV 3CLpro, quenched FRET peptide cleavage | inhibition, % at 6 µM | hit rate 0.14% among 290,000 | AID 1706; in the data active means inhibition above about 12%
PrPC surface inh: reduces human prion protein on the cell surface; hit rate 0.43% among 370,000; P04156; inhibition, % at 13.8 µM; cell surface PrPC, TR-FRET read-out; in the data active means inhibition above about 24%; further: 0% = median of the test wells and 100% = reference compound wells
* = called active by the depositor; i = inactive; u = inconclusive; x = no result given; & = joins results of further samples. Unless noted, no stated cut-off is given here; in the data, active means inhibition above about 30%; inconclusive means no clear call, values can overlap the other calls; inactive means below that.

SMILES	Rv3671c inh	SSB-PriA inh	VHR inh abs	MazF activator	BoNT F protease	Anthrax LF inh2	CCHF vOTU inh	BoNT-A LC inh2	SARS 3CLpro inh	PrPC surface inh
Cn1cc(S(=O)(=O)N2CCN(C(=O)c3ccco3)CC2)c(=O)n(C)c1=O	0	-15&-18	-16	5	-3	-2	12	-0.5	2	-1
CC(=O)c1c(C)[nH]c(C(=O)OCc2c(F)cccc2Cl)c1C	1	-8	22	-6	1	-5	-3	0.0	6	-3
COC(=O)C(C)(C(=O)OC)c1ccc(C(F)(F)F)cc1[N+](=O)[O-]	-3	-8	-7	-2	5	-5	-18	-0.7	1	2
O=C(Nc1ccc(F)cc1F)c1cccc(C(=O)Nc2ccc(F)cc2F)n1	-1	-8	19	-75	7	2	-3	1.6	-3	-3
COc1cccc(NC(=O)CC(=O)c2ccccc2)c1	-116	-1	-18	5	-1	-8	-11	-0.1	2	5
CC(CCc1ccccc1)NCc1cccc2ccccc12 (configuration not stated)	4	-11	1	6	-23	-8	-8	-1.2	-9	-8
CC(C)OC(=O)c1sc2nc(-c3ccccc3)ccc2c1N	-6	-20	-4	3	0	1	11	4.8	-4	-6
COc1ccc(NC(=O)C2(C)CCN2Cc2ccc(SC)cc2)cc1OC (configuration not stated)	x	x	x	x	0	-4	-5	0.2	x	3
Cc1csc(NC(=O)C2CCCN(S(=O)(=O)c3ccc4c(c3)oc(=O)n4C)C2)n1 (configuration not stated)	-12	-18	8	-2	8	7	-6	0.2	-2	6
CN1CCN(C(=O)C2Cc3c(-c4cccc(F)c4)ccnc3O2)CC1 (configuration not stated)	x	x	x	x	0	-1	-8	-0.3	x	5
Cc1cc(OC(C)C(=O)NCc2ccncc2)c2c(C)c(C)c(=O)oc2c1 (configuration not stated)	-7	-3	18	10	2	0	-8	0.0	4	1
CC(C)CC(NC(=O)C1CCCCC1)C(=O)N1CCC2(CC1)OCCO2 (configuration not stated)	-2	-2	12	-2	-11	-9	-7	-1.5	3	3
Cc1occc1-c1nnc(SCC(=O)N2CCCc3ccccc32)n1Cc1ccco1	x	4	-5	8	2	-1	19	0.1	3	6
O=C(Nc1ccc(F)cc1)N1CCOCC1	6	-15	20	-4	4	0	-3	u	-2	4
COc1ccc(OC)c(-n2c(-c3ccc(O)cc3O)n[nH]c2=S)c1	2	1	45	4	-10	-5	4	-0.2	4	0
COc1ccccc1N1CCN(C(=O)c2ccccc2Oc2ccccc2)CC1	8	4	-18	-4	7	-2	24	0.3	0	9
O=C(CNC(=O)c1cccc([N+](=O)[O-])c1)NC1CCCc2ccccc21 (configuration not stated)	-8	8	x	6	-4	-6	-9	-0.6	x	-21
CCOc1ccccc1C(=O)NCC(=O)Nc1ccc2c(c1)OCO2	5	5	x	-1	-7	4	-4	-0.7	x	8
CCOc1ccc(S(=O)(=O)N2CCN(C(=O)C3CC3C)CC2)cc1 (configuration not stated)	-6	-5	x	-15	9	4	7	1.5	x	7
CCN(CC)S(=O)(=O)c1ccc(NC(=O)c2cccs2)cc1	-6	-10&-8	8	3	2	-7	-10	0.2	5	11
Cc1ccc(S(=O)(=O)NC(CC(C)C)C(=O)N2CCOCCOCCOCC2)cc1 (configuration not stated)	7	-11	12	5	-4	11	4	-1.7	2	8
CCC(=O)Oc1ccc(C(=O)Nc2c[nH]c(=O)[nH]c2=O)cc1	5	0	-2	2	0	-2	-3	0.1	2	-3
O=C(COC(=O)c1cc(NS(=O)(=O)c2cccs2)ccc1O)Nc1cc(Cl)ccc1Cl	-20	-13	6	3	-8	-2	18	-2.7	3	-1
Cc1cccc(C(=O)Nc2nnc(S(=O)(=O)N3CCCCCC3)s2)c1	1	-20	13	5	-4	4	2	-0.2	1	5
C[N+]1([O-])[C@@H]2CC(OC(=O)[C@H](CO)c3ccccc3)C[C@H]1[C@@H]1O[C@@H]12 (some centres not stated)	2	-6	x	1	9	-18	-4	-0.3	x	-2
COC(=O)c1ccc(CNC(=O)CSc2nc3ccccc3[nH]2)cc1	-5	2	-19	4	-4	2	8	-2.1	-1	-1
Cc1cc(C)n(-c2nc(C)nc3sc4c(c23)CCC(C)C4)n1 (configuration not stated)	8	-8&-10	-6	3	-28	-4	-5	-2.6	0	-3
COc1ccccc1NC(=O)CN(Cc1ccco1)C(=O)c1ccc(Cl)nc1	1	-18	10	-27	-2	-8	3	-0.8	0	6
CSc1nsc(SC)c1C(=O)O	3	1	7	0	-1	-1	-8	-0.6	-1	-5
COc1cc(C(=O)Nc2nc(-c3cc(C)ccc3C)c(C)s2)ccc1OCC(=O)Nc1ccc(F)cc1	-18	5	46	-2	-4	0	-9	-1.2	-1	3
COc1cc2c(C#N)c(N3CCCCC3)nc(N)c2c(N)n1	2	9	-27	56*	-10	-4	-16	3.9	2	-2
Cc1ccc(C)c(N2CCN(C(=O)Cn3ncc4c([nH]c5ccc(C)cc54)c3=O)CC2)c1	-2	6	-14	-20	4	0	1	0.8	-2	6
COCc1cc(C)nc(OCC(=O)N/N=C/c2ccc(C)cc2)c1C#N	0	i	21	6	0	-8	-2	-0.8	5	2
Cc1cc(C)nc(CC(N)=O)n1	-1	-10	2	1	-7	4	-2	0.6	0	0
Cc1ccc(O)c(C(CC(=O)NCc2cccnc2)c2ccccc2)c1 (configuration not stated)	1	0	1	1	-7	-3	10	-1.8	1	9
C#CCSc1nc2ccccc2n1C(=O)c1ccc(S(=O)(=O)N2CCCCC2)cc1	1	-2	5	4	-10	-2	1	-0.9	5	6
Clc1nc(NC2CCCC2)nc(N2CCOCC2)n1	0	1	-23	4	54*	10	-11	3.1	-2	-2
COc1cc(N)c(Cl)cc1C(=O)OCC(=O)Nc1cccnc1Cl	4	-13	x	5	x	x	2	x	x	0
CCNc1c(N)c(=O)oc2ccccc12	-5	-12	1	-5	-20	3	6	0.3	4	4
COc1cc(/C=N/Nc2ccc(F)cc2F)cc(OC)c1OC	4	x	26	2	-4	-1	-7	-0.2	-4	5

3 entries drawn at random from those above, as already listed:
SMILES	Rv3671c inh	SSB-PriA inh	VHR inh abs	MazF activator	BoNT F protease	Anthrax LF inh2	CCHF vOTU inh	BoNT-A LC inh2	SARS 3CLpro inh	PrPC surface inh
CCNc1c(N)c(=O)oc2ccccc12	-5	-12	1	-5	-20	3	6	0.3	4	4
Cc1ccc(O)c(C(CC(=O)NCc2cccnc2)c2ccccc2)c1 (configuration not stated)	1	0	1	1	-7	-3	10	-1.8	1	9
COCc1cc(C)nc(OCC(=O)N/N=C/c2ccc(C)cc2)c1C#N	0	i	21	6	0	-8	-2	-0.8	5	2

(listing goes on)
SMILES	Rv3671c inh	SSB-PriA inh	VHR inh abs	MazF activator	BoNT F protease	Anthrax LF inh2	CCHF vOTU inh	BoNT-A LC inh2	SARS 3CLpro inh	PrPC surface inh
Cc1cc(C)c(C#N)c(SCc2ccccc2C)n1	-11	-58	36	2	-10	0	10	-0.7	4	7
CCc1nc2ccc(C(=O)NCCOc3ccc(OC)cc3)cn2c1N(C)C(=O)COc1ccccc1	x	x	x	x	2	-7	0	-1.0	x	-3
c1ccc(N2CCN(c3ncccn3)CC2)cc1	-1	-2	-16	-3	7	-3	2	-0.5	4	12
CC(C)C[C@H](NC(=O)N1CCn2c1nc1ccccc12)C(=O)NCC1CCCO1 (some centres not stated)	-1	-10	-20	11	-2	-2	8	-0.4	0	-1
CC1CN(C(=O)C(Sc2ccccc2)c2ccccc2)CC(C)O1 (configuration not stated)	-3	-9	9	0	-6	0	-11	0.4	0	-2
O=C(Cc1ccccc1)OCc1ccccc1	-3	1	x	0	-4	2	2	-0.1	x	-4
COC(=O)c1[nH]nc(C(=O)OC(C)(C)C)c1-c1ccccc1	3	-7	-11	-9	-1	1	8	0.7	2	6
C[C@@H](OC(=O)c1[nH]cnc1C(=O)NCc1ccc(CNC(=O)OC(C)(C)C)cc1)c1ccccc1	-8	3	x	-5	-12	-7	29	-0.2	x	10
CC1(C)Cc2c(c(-c3ccccc3)[nH]c(=O)c2C#N)CO1	7	-14	-7	8	1	3	16	-0.3	0	-2
COc1ccccc1-c1noc(CCC(=O)NC2CCCCC2)n1	3	-4	14	-9	x	x	-14	x	-9	-3
O=C1c2ccccc2C(=O)N1Cc1ccc2c(c1)OCO2	9	-23	26	6	-1	-5	-2	0.2	5	-5
COC(=O)c1ccc(C(=O)OC)c(NC(=O)CS(=O)(=O)Cc2ccccc2)c1	-9	-10	14	-2	-4	-3	-20	0.4	-1	12
COc1cccc(-n2c(SCC(=O)Nc3sc4c(c3C(N)=O)CCC4)nc3ccccc3c2=O)c1	-68	-25	2	0	-2	-3	-3	-0.7	0	-4
COc1ccccc1NC(=O)c1cc(-c2ccc(C)o2)nc2ccccc12	-5	-8	28	4	-14	6	8	1.4	-1	-9
CCC(C)(C)NC(=O)C(C(C)C)N(CC1CCCO1)C(=O)CNS(=O)(=O)c1ccc(F)cc1 (configuration not stated)	9	-12	-15	6	-28	0	17	-2.0	-1	-4
CCOC(=O)N1CCC(N(CCN(C)C)C(=S)Nc2ccccc2C)CC1	-6	-11	21	-1	-3	-1	6	0.1	10	0
CC(=O)c1ccc(NC(=S)Nc2cccc3ccccc23)cc1	-17	19	36	1	33	10	0	9.3	1	2
CC(=O)Nc1ccc(S(=O)(=O)NCc2ccc(C)cc2)cc1	8	-8	11	8	3	0	-7	0.0	0	-2
CNS(=O)(=O)c1cnccc1N1CCN(c2cccc(C(F)(F)F)c2)CC1	4	1	1	8	-5	-3	14	0.2	7	3
COCCNCC(=O)N1CCCCCC1	-2	8	-4	2	2	0	-6	0.5	-1	-8
O=C(CCS(=O)(=O)c1ccc(Br)cc1)N1CCC2(CC1)OCCO2	1	-3	-4	-4	-1	0	19	-0.4	4	1

Gathered by group, the compounds so far with fluorine.
SMILES	Rv3671c inh	SSB-PriA inh	VHR inh abs	MazF activator	BoNT F protease	Anthrax LF inh2	CCHF vOTU inh	BoNT-A LC inh2	SARS 3CLpro inh	PrPC surface inh
CC(=O)c1c(C)[nH]c(C(=O)OCc2c(F)cccc2Cl)c1C	1	-8	22	-6	1	-5	-3	0.0	6	-3
COC(=O)C(C)(C(=O)OC)c1ccc(C(F)(F)F)cc1[N+](=O)[O-]	-3	-8	-7	-2	5	-5	-18	-0.7	1	2
O=C(Nc1ccc(F)cc1F)c1cccc(C(=O)Nc2ccc(F)cc2F)n1	-1	-8	19	-75	7	2	-3	1.6	-3	-3
CN1CCN(C(=O)C2Cc3c(-c4cccc(F)c4)ccnc3O2)CC1 (configuration not stated)	x	x	x	x	0	-1	-8	-0.3	x	5
O=C(Nc1ccc(F)cc1)N1CCOCC1	6	-15	20	-4	4	0	-3	u	-2	4
COc1cc(C(=O)Nc2nc(-c3cc(C)ccc3C)c(C)s2)ccc1OCC(=O)Nc1ccc(F)cc1	-18	5	46	-2	-4	0	-9	-1.2	-1	3
COc1cc(/C=N/Nc2ccc(F)cc2F)cc(OC)c1OC	4	x	26	2	-4	-1	-7	-0.2	-4	5
CCC(C)(C)NC(=O)C(C(C)C)N(CC1CCCO1)C(=O)CNS(=O)(=O)c1ccc(F)cc1 (configuration not stated)	9	-12	-15	6	-28	0	17	-2.0	-1	-4
CNS(=O)(=O)c1cnccc1N1CCN(c2cccc(C(F)(F)F)c2)CC1	4	1	1	8	-5	-3	14	0.2	7	3

An excerpt; count on the stated rates, not on these rows.
